HP1b binding inh = HTS for Inhibitors of HP1-beta Chromodomain Interactions with Methylated Histone Tails; AID 540317, 2011; Potency, µM (highest dose often 114 µM), without a hit: top-dose activity change, negative = inhibition, most hits filed as inhibitors; AlphaScreen HP1-beta / biotin-H3K9me3 peptide binding; Chromobox protein homolog 1 (Homo sapiens), P83916; 0.56% of 390,000 active; note: nearly all actives have a fitted effect of over 70% in size; inactives centre near 23
Target sequence (P83916 whole entry, looked up): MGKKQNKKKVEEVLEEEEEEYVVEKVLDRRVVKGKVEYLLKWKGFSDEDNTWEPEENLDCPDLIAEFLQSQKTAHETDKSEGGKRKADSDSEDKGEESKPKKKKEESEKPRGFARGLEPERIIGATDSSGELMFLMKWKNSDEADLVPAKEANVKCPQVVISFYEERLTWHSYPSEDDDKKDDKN
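Compound inhibition of the preformed complex between 50 nM HP1-beta and 50 nM biotinylated H3K9me3 peptide was read by AlphaScreen. Buffer was PBS pH 7.4 with 0.01% Tween-20. Incubations ran 30 min at room temperature, with 10 ug/mL donor/acceptor beads.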
GLS inh = qHTS for Inhibitors of Glutaminase (GLS); Glutaminase kidney isoform, mitochondrial (Homo sapiens), O94925; GLS enzymatic activity, qHTS titration; Potency, µM (series often up to 45.5 µM), without a hit: top-dose activity change, negative = inhibition, most hits filed as inhibitors; 0.21% of 410,000 active; note: % is set by controls: 0 for no effect and ±100 for the full control effect
Target sequence (O94925 whole entry, looked up, canonical isoform): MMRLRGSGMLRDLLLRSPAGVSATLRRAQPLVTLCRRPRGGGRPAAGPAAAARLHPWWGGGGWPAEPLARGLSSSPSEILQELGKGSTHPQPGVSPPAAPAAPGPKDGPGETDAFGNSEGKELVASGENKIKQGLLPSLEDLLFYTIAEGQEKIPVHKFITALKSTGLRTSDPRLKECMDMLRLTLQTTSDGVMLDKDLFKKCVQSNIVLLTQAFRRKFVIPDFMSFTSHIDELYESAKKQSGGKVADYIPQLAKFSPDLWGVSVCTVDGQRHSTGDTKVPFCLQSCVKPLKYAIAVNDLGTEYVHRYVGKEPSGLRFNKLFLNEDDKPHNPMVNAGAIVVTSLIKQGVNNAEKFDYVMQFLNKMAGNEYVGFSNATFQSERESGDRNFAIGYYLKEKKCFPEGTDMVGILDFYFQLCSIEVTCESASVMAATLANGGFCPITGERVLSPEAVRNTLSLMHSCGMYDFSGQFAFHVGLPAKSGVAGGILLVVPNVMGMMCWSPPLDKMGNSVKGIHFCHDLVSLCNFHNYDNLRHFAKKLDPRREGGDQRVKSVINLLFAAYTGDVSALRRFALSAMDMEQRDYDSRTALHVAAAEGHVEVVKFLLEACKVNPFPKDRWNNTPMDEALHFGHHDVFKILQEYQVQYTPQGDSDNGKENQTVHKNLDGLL
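Human kidney-isoform GLS in 45 mM KH2PO4 pH 8.2, 0.02% Tween-20, with compound, started with 1mM L-Glutamine (added stock). Glutamate oxidase/HRP/Amplex red coupled fluorescence read at start and after 30 min at RT.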
ALOX12 inh = Primary qHTS assay for inhibitors of human arachidonate 12S-lipoxygenase (ALOX12): Round 2; AID 1671190, 2021; Polyunsaturated fatty acid lipoxygenase ALOX12 (Homo sapiens), P18054; purified 12hLO, xylenol orange hydroperoxide absorbance; Potency, µM (top dose mostly 108 µM), for inactives: at the top dose activity change, negative = inhibition, hits mostly inhibitors; 1.1% of 580,000 active; note: % is set by controls: 0 for no effect and ±100 for the full control effect
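Purified human 12hLO at 150 nM in 25 mM Hepes, 0.01% Triton X-100, pH 7.0, preincubated 15 min at room temperature with compound. Reaction started with 40 uM arachidonic acid, 30 min at room temperature. Hydroperoxide measured by Fe-xylenol orange, 573/405 nm absorbance ratio.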
PGK inhibitor = qHTS Assay to Find Inhibitors of Phosphoglycerate Kinase | Phosphoglycerate kinase, glycosomal (Trypanosoma brucei brucei), P07378 | PGK/GAPDH coupled, Kinase-Glo luminescence, 60 min | Potency, µM (titrated, usually from 57.5 µM), for inactives: at the highest dose activity change, negative = inhibition, actives largely listed as inhibitors | 0.043% of 380,000 active | AID 602233, 2012; note: % is set by controls: 0 for no effect and ±100 for the full control effect; nearly all actives have a fitted effect of over 60% in size
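Luminescent ATP detection (Kinase-Glo Plus) follows a 60-minute room-temperature incubation, with wells lacking PGK as controls. Buffer: 100 mM TEA (pH 7.6), 5 mM MgCl2, 0.01% Tween-20. Coupling enzyme GAPDH (100 nM final) supplies unstable 1,3-BPG in-well.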
ERG Ets-DNA blk = qHTS for Small Molecule Inhibitors of the ERG Ets/DNA interaction; 0.028% of 370,000 active; Potency, µM (doses to about 76.9 µM), inactives show top-dose FP activity, negative = inhibition, most hits filed as inhibitors; fluorescence polarization, His-ERG Ets domain / labelled DNA; AID 624246, 2012; Transcriptional regulator ERG (Homo sapiens), P11308; active = well fitted inhibition curve with a large enough effect in the polarisation, with a control signal flat; inconclusive = small, poorly fitted or top-dose-only effect, or effect the other way, or a change in a side signal; inactive = no such curve, though single readings can be large or run the other way; the % refers to the polarisation;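 note: polarization taken with two DNA probes labelled with fluorescein and Texas red; % of control where 0% means no effect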
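His-tagged ERG Ets domain (1 uM in the protein solution; 300mM KCl, 50mM Tris-HCl, 1mM EDTA, 1mM DTT, pH 7.5) received compound, then a probe mix of 5 nM fluorescein-DNA and 100nM Texas-615-DNA. Fluorescence polarization was read for both dyes.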
JMJD2A Tudor = qHTS Assay for Inhibitors of JMJD2A-Tudor Domain | Lysine-specific demethylase 4A (Homo sapiens), O75164 | AlphaScreen JMJD2A-Tudor / H3K4me3 peptide binding | Potency, µM (series often up to 114 µM), for inactives: at the highest dose activity change, negative = inhibition, actives largely listed as inhibitors | 4.4% of 390,000 active | AID 504339, 2011; note: % is set by controls: 0 for no effect and ±100 for the full control effect; nearly all actives have a fitted effect of over 50% in size
Pin1 inh = qHTS Assay to Find Inhibitors of Pin1; Peptidyl-prolyl cis-trans isomerase NIMA-interacting 1 (Homo sapiens), Q13526; Pin1 FP peptide displacement, HiFluor488, 10 min; Potency, µM (highest dose often 115 µM), for inactives: at the top dose activity, negative = inhibition, most hits filed as inhibitors; 0.009% of 390,000 active; AID 504891, 2011; active = well fitted inhibition curve with a large enough effect in the polarisation, with a control signal flat, not every such curve was filed as active; inconclusive = small, poorly fitted or top-dose-only effect, or effect the other way, or a change in a side signal; inactive = no such curve, though single readings can be large or run the other way; the % refers to the polarisation; note: % is set by controls: 0 for no effect and ±100 for the full control effect
Target sequence (Q13526 whole entry, looked up): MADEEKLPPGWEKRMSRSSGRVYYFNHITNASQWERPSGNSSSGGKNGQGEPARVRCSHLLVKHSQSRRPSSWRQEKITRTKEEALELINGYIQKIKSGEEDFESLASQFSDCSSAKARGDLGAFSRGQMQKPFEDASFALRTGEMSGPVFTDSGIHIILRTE
rTrxR1 inhibitor = qHTS Assay for Inhibitors of Mammalian Selenoprotein Thioredoxin Reductase 1 (TrxR1): qHTS. Thioredoxin reductase 1, cytoplasmic (Rattus norvegicus), O89049. recombinant rTrxR1, NADPH fluorescence consumption, selenite substrate. Potency, µM (highest dose often 114 µM), inactives show at the highest dose activity change, negative = inhibition, most hits filed as inhibitors. 1% of 390,000 active; note: % is set by controls: 0 for no effect and ±100 for the full control effect; nearly all actives have a fitted effect of over 65% in size
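Rat TrxR1 (90 nM in the dispensed reagent) was pre-reduced with 400 uM NADPH for 5 min at room temperature, then incubated with compound for 15 min. After 400 uM selenite was added, NADPH fluorescence (Ex 340/Em 450 nm) was followed for 8 min.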
RGS4 inhibitor = Inhibitors of Regulator of G Protein Signaling (RGS) 4: qHTS; Regulator of G-protein signaling 4 (Homo sapiens), P49798; Transcreener GDP fluorescence polarization, RGS4-accelerated GTP hydrolysis; Potency, µM (series often up to 114 µM), for inactives: top-dose activity change, negative = inhibition, actives largely listed as inhibitors; 0.039% of 390,000 active; AID 504845, 2011; note: % is set by controls: 0 for no effect and ±100 for the full control effect; nearly all actives have a fitted effect of over 75% in size; some results filed as inactive show a strong effect at the top dose
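MLSMR compounds (23 nl, pin-transferred) preincubated 10 min at room temperature with a 500nM (2x) first reagent, then RGS4 at 900nM (2x) plus Transcreener GDP mix added; fluorescence polarization (620/688 nm) read before and after 90 min at 30 °C.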
Active calls of the source: *; i = inactive; u = inconclusive; x = no result given; & = joins results of further samples; [ ] = dose if it differs, or a comment. Unless noted, calls come from the whole dose curve; as a rule, active = well fitted curve in the direction sought with a large enough effect; inconclusive = small, poorly fitted or top-dose-only effect, or another doubt; inactive = no such curve, though single readings can be large; an effect the other way counts as inactive or inconclusive. Potency is the fitted concentration of half-maximal effect. Some of the compounds tested. The share of hits here may be higher or lower than overall.

SMILES | HP1b binding inh | GLS inh | ALOX12 inh | PGK inhibitor | ERG Ets-DNA blk | JMJD2A Tudor | Pin1 inh | rTrxR1 inhibitor | RGS4 inhibitor
Cc1nc(S(=O)(=O)c2ccc(Cl)cc2)c(NCc2ccccc2)o1 | 45%[activator] | 3% | -14% | 10% | -6% | 1% | -2% | 45µM* | -10%
FC(F)(F)c1cnc(N2CCC(=NOCc3ccc(Cl)cc3)CC2)c(Cl)c1 | 136% | 0% | -6% | -6% | -1% | 99%[activator] | -8% | 11%[57.1 µM] | 36%
Cn1c(SCC(=O)N2CC(=O)Nc3ccccc32)nnc1C(F)(F)F | 21% | 5% | 13% | 8% | 28% | 8% | -2% | 15% | 11%
COc1cccc(/C=N/Nc2ncccc2[N+](=O)[O-])c1OC | 9% | 12% | 116%[activator] | u | -4% | -22% | 1% | -5% | 13%
CCCCN(C)C(=O)c1ccc2c(c1)N(Cc1ccc(F)cc1)C(=O)c1ccccc1S2(=O)=O | 25% | -8% | -6% | x | 8% | -27% | -2% | -6% | -6%
COc1ccc(CNC(=O)c2cc3cccc(O)c3oc2=N)cc1 | 25% | 14% | -10% | i | 6% | -30% | 15% | -10% | -26%
O=C(NN=C1C2CC3CC(C2)CC1C3)c1ccccc1O | 39% | 9% | 1% | 3% | -6% | -7%[11.4 µM] | -2% | -21% | 20%[11.4 µM]
Cc1ccc(/C=C/C(=O)Nc2cccc(S(=O)(=O)N3CCOCC3)c2)o1 | 50µM* | -12% | -26% | i | 0% | -28% | 0% | u | u
CCc1ccc(NC(=O)CCc2nc3ccccc3[nH]2)cc1 | 6% | -3% | 6% | 3% | 2% | -24% | 3% | 9% | 6%
Cc1ccccc1OCCC(=O)Nc1ccc(F)c(Cl)c1 | 94%[activator] | -1% | -10% | -9% | -5% | 29% | -1% | -12% | -21%
CCOc1ccccc1NC(=O)Cn1nc(-c2ccco2)ccc1=O | -7% | -16% | -7% | i | 4% | -18% | -1% | 32µM* | 2%
CCOc1cc(C(=O)OC(C(=O)NC(=O)NC)c2ccccc2)ccc1OCC(=O)N1CCOCC1 (configuration not stated) | 13% | 1% | -15% | -8% | x | -5% | -12% | -22% | -43%
Cc1cnccc1CN(C)Cc1cn(C)nc1-c1ccc(Oc2ccccc2)cc1 | 9% | 1% | 5% | -9% | -6% | -34% | -7% | 14%[57.1 µM] | 30%
O=C(CCOc1ccccc1)NNC(=O)c1ccccc1 | 12%[57 µM] | 6% | -9% | i | 19% | -20% | -3% | 14%[57.1 µM] | 13%
COc1ccc(NC(=O)Cn2c(=O)n(Cc3ccccc3)c(=O)c3sc4ccccc4c32)cc1 | 13% | -1% | -9% | -1% | -5% | -10% | -1% | 20% | -8%
COCCn1c(SCC(=O)NCC2CCCO2)nc2c(c1=O)SC(C)C2 (configuration not stated) | 18% | 0% | 1% | 0% | 6% | -1% | -5% | 3%[57.1 µM] | -2%
CCCNC(=O)c1ccc(Cl)c(Cl)c1 | u | 3% | 0% | 1% | 8% | -34%[57.1 µM] | -4% | 8% | -30%[56.9 µM]
O=S(=O)(NCCCO)c1ccc2c(c1)Cc1cc(S(=O)(=O)NCCCO)ccc1-2 | 21% | -7% | 0% | 0% | -2% | -3% | -4% | -4% | -6%
O=S(=O)(c1ccc(F)cc1)N1CCN(S(=O)(=O)c2cc(F)ccc2F)CC1 | -3% | -31% | u | 4% | -2% | u | 2% | 14%[57.1 µM] | u
O=C(Cn1c(=O)c2ccccc2n(CC(=O)Nc2ccc(F)cc2F)c1=O)NCCc1ccccc1 | 2% | 1% | -19% | -2% | -3% | -16% | u | 14% | 5%
CCOc1ccc(Br)cc1S(=O)(=O)NC(=O)c1ccccc1 | 60%[activator] | 6% | -7% | -7% | 2% | -7% | 0% | 18% | -6%[56.9 µM]
Cc1c(C(=O)Nc2ccc(-c3nnc4n3CCCCC4)cc2)oc2ccc(Br)cc12 | 12% | 4% | -20% | -9% | 1% | -23% | 11% | 9% | -4%
CNC(=O)C1CCC(Cn2c(=O)c3sccc3n(CC(=O)NCc3ccc(OC)cc3)c2=O)CC1 (configuration not stated) | 103%[activator] | -1% | -3% | -4% | 3% | -5% | -2% | 6%[57.1 µM] | -20%
Cc1ccc(CCC(=O)Nc2ccccc2C(=O)O)o1 | 36% | 1% | -3% | i | -9% | 11% | -7% | 13% | -8%
COc1ccc(N2CCN(C(=O)C34CCC(C)(C(=O)C3)C4(C)C)CC2)cc1 (configuration not stated) | 14% | 32%[activator] | 20% | 4% | -7% | -5% | 1% | 2% | -12%
O=C(COC(=O)c1ccc(F)cc1)NCc1ccc(F)cc1 | 39% | -3% | 175%[activator] | -7% | 4% | 6% | -2% | 25% | 1%
CCOC(=O)c1c(C)oc2nc(C)nc(NCc3ccc(Cl)cc3)c12 | 47%[activator] | -3% | -30% | i | -3% | -20% | 29% | 2% | 5%
CCOC(=O)Cc1csc(NC(=O)CSc2nnc(-c3ccc(NS(=O)(=O)CC)cc3)o2)n1 | 23% | -1% | 0% | -8% | 1% | -1% | 13% | 8% | -4%
CCc1cc(C(=O)N(CCCOC)c2c(N)n(Cc3ccccc3)c(=O)[nH]c2=O)sc1C | 38% | -16% | -12% | -9% | 11% | -2% | -5% | 6% | -13%
CN(C(=O)CSC1=Nc2ccccc2C2=NC(c3ccccc3)C(=O)N12)C1CCCCC1 (configuration not stated) | 17% | u | -5% | 3% | -6% | -23% | -1% | -13% | 10%
CCCN1CCCC[C@H]1C(=O)Nc1c(C)cccc1C | 60%[activator] | -4%&-10% | -4% | -9% | 12% | -12% | 3% | -5% | -19%
Cc1cccc(N2CC(C(=O)O)CC2=O)c1C (configuration not stated) | 3% | 4% | u | -9% | -1% | -11% | -11% | 17% | -2%
O=C(Nc1ccccc1)C1=C[C@H](C2CCCCC2)C[C@H](OCCCCO)O1 | 11% | 0% | 2% | 11% | -2% | -24% | 3% | -1% | -35%
Cc1cccc(N2Cc3ccc(Br)cc3C2)c1 | 8% | 5% | -4% | -3% | -2% | -27% | 0% | u | -15%
CCOC(=O)Cn1c(-c2cccnc2)nc(-c2ccccc2)c1-c1ccccc1 | 3% | 7% | 1% | -11% | 6% | u | -7% | 12% | 11%
CS(=O)(=O)N1CCN(c2ccccc2NC(=O)c2ccc(-c3ccc(Br)cc3)o2)CC1 | 5% | -1% | -5% | -2% | 2% | -1% | u | 17% | 1%
Cc1ccc(-c2cc(C(F)(F)F)n3ncc(-c4ccccc4)c3n2)cc1 | -3% | -6% | -9% | i | -8% | -35% | -8% | 4% | -8%

Some of these compounds in order of formula weight, rising:
SMILES | HP1b binding inh | GLS inh | ALOX12 inh | PGK inhibitor | ERG Ets-DNA blk | JMJD2A Tudor | Pin1 inh | rTrxR1 inhibitor | RGS4 inhibitor
CCCN1CCCC[C@H]1C(=O)Nc1c(C)cccc1C | 60%[activator] | -4%&-10% | -4% | -9% | 12% | -12% | 3% | -5% | -19%
Cc1ccc(-c2cc(C(F)(F)F)n3ncc(-c4ccccc4)c3n2)cc1 | -3% | -6% | -9% | i | -8% | -35% | -8% | 4% | -8%
COc1ccc(N2CCN(C(=O)C34CCC(C)(C(=O)C3)C4(C)C)CC2)cc1 (configuration not stated) | 14% | 32%[activator] | 20% | 4% | -7% | -5% | 1% | 2% | -12%
CCOc1ccc(Br)cc1S(=O)(=O)NC(=O)c1ccccc1 | 60%[activator] | 6% | -7% | -7% | 2% | -7% | 0% | 18% | -6%[56.9 µM]
CN(C(=O)CSC1=Nc2ccccc2C2=NC(c3ccccc3)C(=O)N12)C1CCCCC1 (configuration not stated) | 17% | u | -5% | 3% | -6% | -23% | -1% | -13% | 10%
CCc1cc(C(=O)N(CCCOC)c2c(N)n(Cc3ccccc3)c(=O)[nH]c2=O)sc1C | 38% | -16% | -12% | -9% | 11% | -2% | -5% | 6% | -13%
CNC(=O)C1CCC(Cn2c(=O)c3sccc3n(CC(=O)NCc3ccc(OC)cc3)c2=O)CC1 (configuration not stated) | 103%[activator] | -1% | -3% | -4% | 3% | -5% | -2% | 6%[57.1 µM] | -20%
